PAFAH1B3 inh: PAFAH1B3 (human) inhibition; Q15102; recombinant PAFAH1B3, FP-rhodamine probe, fluorescence polarization; inhibition, % at 3.39 µM; actives 0.28% (n = 340,000); AID 492972;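 active means inhibition above the screen-wide average of all tested compounds plus 3 SD, cut at about 25% in these data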;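 further: 0% = enzyme with DMSO only and 100% = wells lacking PAFAH1B3 protein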
PAFAH1B2 inh: PAFAH1B2 (human) inhibition. P68402. inhibition, % at 3.39 µM. recombinant PAFAH1B2, FP-rhodamine activity probe, fluorescence polarization. actives 1.2% (n = 340,000);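 active means inhibition above the mean of all tested compounds plus 3 SD, cut at about 24% in these data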;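 further: 0% = enzyme with DMSO and 100% = wells lacking PAFAH1B2; many of its hits are not listed in these tables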
GSTO1 counter: counter-screen for RBBP9 inhibitors: inhibitors of human GSTO1 | AID 1974 | recombinant GSTO1, activity-based probe fluorescence polarization | actives 1.1% (n = 300,000) | P78417 | inhibition, % at 5.96 µM;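 active means inhibition above the campaign mean inhibition plus 3 SD, cut at about 35% in these data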;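 further: 0% = GSTO1-1 with DMSO and 100% = wells lacking GSTO1-1 enzyme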
PME-1 primary: PME-1 (human) inhibition. AID 2130. inhibition, % at 5.9 µM. actives 0.53% (n = 320,000). recombinant PME-1, FP-Rh probe fluorescence polarization;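 active means inhibition above the campaign mean of all compounds plus 3 SD, cut at about 26% in these data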;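 further: competitive labeling of PME-1 active site by serine hydrolase directed probe; 0% = PME-1 with DMSO and 100% = wells lacking PME-1 enzyme; inhibitors block probe labeling so polarization falls and inhibition rises; many of its hits are not listed in these tables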
Target sequence (Q9Y570 whole entry, looked up): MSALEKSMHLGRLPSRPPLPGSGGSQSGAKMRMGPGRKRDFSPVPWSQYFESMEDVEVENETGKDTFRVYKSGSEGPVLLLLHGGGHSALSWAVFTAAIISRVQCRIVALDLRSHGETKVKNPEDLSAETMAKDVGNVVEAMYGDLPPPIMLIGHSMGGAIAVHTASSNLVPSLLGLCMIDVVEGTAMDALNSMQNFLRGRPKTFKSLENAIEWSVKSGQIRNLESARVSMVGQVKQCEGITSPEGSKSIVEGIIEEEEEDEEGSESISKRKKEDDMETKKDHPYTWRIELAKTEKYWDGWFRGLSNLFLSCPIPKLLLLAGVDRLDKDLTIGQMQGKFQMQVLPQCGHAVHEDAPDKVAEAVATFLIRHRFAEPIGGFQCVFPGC
pPAFAH FP inh: inhibitors of human plasma PAF acetylhydrolase (pPAFAH); Q13093; recombinant pPAFAH, FP-rhodamine probe fluorescence polarization; inhibition, % at 3.39 µM; actives 1.5% (n = 330,000);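 active means inhibition above the mean inhibition across the screen plus 3 SD, cut at about 25% in these data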;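 further: inhibitors block binding of the rhodamine activity-based probe so polarization drops; 0% = enzyme with DMSO and 100% = wells lacking pPAFAH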
Target sequence (Q13093 whole entry, looked up): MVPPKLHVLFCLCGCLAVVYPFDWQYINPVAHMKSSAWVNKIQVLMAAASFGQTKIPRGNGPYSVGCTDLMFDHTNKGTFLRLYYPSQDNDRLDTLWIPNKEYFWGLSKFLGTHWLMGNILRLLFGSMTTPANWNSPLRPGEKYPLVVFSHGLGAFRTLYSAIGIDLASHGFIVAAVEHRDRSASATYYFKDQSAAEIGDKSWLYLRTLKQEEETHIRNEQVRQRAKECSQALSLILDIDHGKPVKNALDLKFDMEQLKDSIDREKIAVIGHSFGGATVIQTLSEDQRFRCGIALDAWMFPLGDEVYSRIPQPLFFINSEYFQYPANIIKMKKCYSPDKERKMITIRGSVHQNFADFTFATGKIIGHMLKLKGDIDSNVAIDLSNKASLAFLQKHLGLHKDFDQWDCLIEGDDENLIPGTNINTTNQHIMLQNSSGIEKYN
PREPL inh: inhibits the human prolyl oligopeptidase-like enzyme. Q4J6C6. recombinant PREPL, fluorescence polarization activity-based probe. inhibition, % at 5.96 µM. actives 0.68% (n = 320,000); in the data active means inhibition above about 43%;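 further: 0% = enzyme with DMSO and 100% = wells lacking enzyme; many of its hits are not listed in these tables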
LYPLA2 inh: counter-screen for PME1 inhibitors: inhibitors of human LYPLA2. actives 0.38% (n = 320,000). recombinant LYPLA2, FP-Rh probe fluorescence polarization. inhibition, % at 5.9 µM. AID 2177;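 active means inhibition above the screen-wide mean plus 3 SD, limit set per campaign, cut at about 26% in these data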;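 further: 0% = LYPLA2 with DMSO and 100% = wells lacking LYPLA2 enzyme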
PAD4 inh: PAD4 (human) enzyme inhibition; inhibition, % at 6.36 µM; recombinant PAD4, RCA probe fluorescence polarization; actives 0.41% (n = 330,000); AID 485272;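 active means percent inhibition above a cutoff equal to the mean of all tested compounds plus 3 SD, cut at about 15% in these data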;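 further: 0% = PAD4 with RCA probe and DMSO and 100% = probe without PAD4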
LYPLA1 inh: counter-screen for PME1 inhibitors: inhibitors of human LYPLA1 | actives 0.16% (n = 320,000) | inhibition, % at 5.9 µM | recombinant LYPLA1, FP-Rh probe fluorescence polarization | O75608;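 active means inhibition above the mean of all tested compounds plus 3 SD, set per campaign, cut at about 14% in these data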;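 further: inhibitors block serine hydrolase probe labeling of LYPLA1 so polarization falls; 0% = enzyme with DMSO and 100% = wells lacking LYPLA1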
Target sequence (O75608 whole entry, looked up): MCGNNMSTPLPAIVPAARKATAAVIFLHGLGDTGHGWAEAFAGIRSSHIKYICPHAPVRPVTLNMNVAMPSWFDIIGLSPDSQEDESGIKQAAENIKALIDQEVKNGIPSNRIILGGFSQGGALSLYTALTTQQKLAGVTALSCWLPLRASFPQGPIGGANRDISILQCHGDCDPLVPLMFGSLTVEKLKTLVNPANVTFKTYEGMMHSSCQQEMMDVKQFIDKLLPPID
* marks the source's active call; other numbers are inactive results; x = no result given.

SMILES	PAFAH1B3 inh	PAFAH1B2 inh	GSTO1 counter	PME-1 primary	pPAFAH FP inh	PREPL inh	LYPLA2 inh	PAD4 inh	LYPLA1 inh
Cc1cc(C(=O)Nc2ccc(S(=O)(=O)Nc3onc(C)c3C)cc2)c(C)o1	2	7	3	-1	6	7	1	-1	0
O=S(=O)(c1ccc2ccccc2c1)N1CCN(C(=S)Nc2ccc(F)c(Cl)c2)CC1	-2	-3	-1	-38	-15	-16	-44	2	-27
COc1ccccc1NC(=O)CC(=O)c1ccccc1	-3	2	-10	-3	6	-9	-2	2	1
CC(C)(C)OC(=O)C[C@H]1C/C=C\C[C@H](CC(=O)N(CCO)Cc2ccccc2)C(=O)N[C@@H](Cc2ccccc2)COC1=O	8	4	x	x	0	12	x	4	x
O=c1cc(NS(=O)(=O)c2ccccc2)nc(SCc2c(Cl)cccc2Cl)[nH]1	9	0	0	-16	-7	-13	0	0	-4
COc1cc(/C=C2\SC(=Nc3ccc(F)cc3)N(c3ccc(F)cc3)C2=O)ccc1OCC(=O)O	x	x	0	-1	5	6	3	2	2
Cc1c(N/C=C(\Cl)C(=O)C(F)(F)F)c(=O)n(-c2ccccc2)n1C	10	2	4	6	9	-4	8	-4	3
CC(=O)c1c(C)nn(C(=O)c2cccs2)c1C	5	2	4	2	2	-7	0	7	1
COc1ccc(NC(=S)NC(=O)/C=C/c2cccs2)cc1	6	-3	4	0	1	6	-1	4	-1
c1ccc2oc(-c3nn4c(Cn5cnc6ccccc65)nnc4s3)cc2c1	4	6	-6	3	6	-45	3	0	1
Cc1c(C#N)c2ccccc2n1CC(=O)NCC1CCCO1 (centres undefined)	-7	-5	5	-4	-1	19	3	-5	1
CCOC(=O)c1nnn(-c2nc(N(C)C)nc(N(C)C)n2)c1C	-3	5	-2	1	-1	-5	-1	2	0
COc1ccc(-c2nc(SC(C)C(=O)Nc3ccc(NC(C)=O)cc3)n[nH]2)cc1 (centres undefined)	6	2	10	-4	6	-5	9	-1	-2
C=CCNC(=O)C1CC2c3ccccc3C1c1ccccc12 (centres undefined)	5	2	6	1	4	-1	8	-5	0
CCN1CCc2nc3ccccc3c(C(=O)Nc3ccc(C#N)cc3)c2C1	-4	5	10	-1	1	-25	4	-1	4
CCN(CC)c1ccc(N=Nc2nn(C)c(C)c2[N+](=O)[O-])cc1	7	15	19	5	4	15	4	-6	-2
CCOc1cccc(C2C(C#N)=C(N)Oc3cc(C)n(Cc4ccccn4)c(=O)c32)c1OCC (centres undefined)	3	-2	-4	2	3	0	-5	-7	-1
COCCNC(=O)c1c[nH]c2cc(OC)c(OC)cc2c1=O	12	0	4	-3	3	11	-4	-8	0
Cc1cccc(C)c1NC(=O)CSc1nnc(-c2cnccn2)n1C	-1	-6	2	7	1	5	5	1	2
CCCC(=O)Nc1cc(C)c(NC(=O)c2ccco2)cn1	6	1	1	0	9	-5	3	1	1
COc1cccc(NC(=O)c2ccncc2)c1	3	4	5	0	4	4	-1	-5	-5
CCc1cc(Cn2nc(C(=O)O)cc2-c2ccccc2)on1	11	4	1	-2	3	3	-2	-2	-2
O=C(Nc1cccc(S(=O)(=O)N2CCCCC2)c1)c1c2c(nc3ccccc13)CCN(Cc1ccccc1)C2	-5	-4	-7	2	1	1	-16	-7	-11
Cc1cc(C)nc(SCCC(=O)N2CCOCC2)n1	0	4	-1	-1	-7	-1	0	2	-2
COc1cc(OC)nc(Oc2cccc(Cl)c2C)n1	x	x	22	1	1	-1	-1	7	1
Nn1cnnc1N/N=C/c1cc(Br)cc(Br)c1O	18	0	-20	2	8	19	6	4	-1
COc1ccc([C@@H]2C=C(C(=O)O)O[C@H](OCCCCO)C2)cc1	4	0	0	6	0	6	0	1	3
Cc1cc(C(F)(F)F)n2ncc(-c3ccccc3)c2n1	5	4	-2	-3	0	1	-4	-6	4
COc1ccc(-c2nc(CS(=O)CC(=O)NCc3ccco3)c(C)o2)cc1OC (centres undefined)	1	3	2	-6	2	-6	-5	4	-1
Cc1cc(=O)[nH]c(N2CCN(C(c3ccccc3)c3ccccc3)CC2)n1	1	-5	-1	-1	2	2	0	1	-2
Cc1cc(S(=O)(=O)Nc2ccc3c(c2)n(C)c(=O)n3C)ccc1F	6	2	-6	-1	1	0	-3	-3	-2
N/C(=N\c1nc2ccccc2o1)NC(=O)c1cccc(Br)c1	x	x	4	-2	4	5	0	5	2
COC(=O)COc1ccc(S(=O)(=O)NCc2cccnc2)cc1C	0	2	0	5	7	1	1	-1	3
CCOc1ccc2[nH]c3c(N4CCN(C(=O)c5ccco5)CC4)ncnc3c2c1	x	x	0	8	12	28	2	3	5
CC(=O)C1=C(O)C(=O)N(CCc2c[nH]c3ccccc23)C1c1ccco1 (centres undefined)	3	2	5	-2	11	5	1	-6	-4
Brc1ccccc1/C=N/Nc1nc2ccccc2o1	-1	-1	3	3	0	14	9	0	-4
C[C@@H](C(=O)NC1CCCC1)N1C(=O)N2CCc3c([nH]c4ccccc34)[C@@]2(C)C1=O	14	4	-1	-2	4	4	4	1	3
COCCN(Cc1ccccc1)C(=O)c1cccc(S(=O)(=O)N2CCN(c3ccc(F)cc3)CC2)c1	4	4	0	11	5	-50	9	1	-2
CN1CCc2c(sc3c2C(=O)NC(c2ccco2)N3)C1 (centres undefined)	0	-4	9	-2	2	0	-2	2	-1
CC(Sc1nc2c(c(=O)[nH]1)CCCC2)C(=O)Nc1ccc(S(N)(=O)=O)cc1 (centres undefined)	8	0	12	1	1	0	-1	0	-4
O=C(Nc1ccc2nc3ccccc3nc2c1)c1ccc(Br)cc1	-43	-28	-2	-66	-21	2	-56	-5	-22
Cc1ccc2c(=O)[nH]c(Cc3ccccc3C(=O)O)nc2c1	3	6	-35	3	0	-18	9	1	3
O=C(COc1cccc2cccnc12)N1CCc2ccccc21	8	0	2	1	4	-3	11	-4	4
CCOC(=O)C1CCN(C(=O)Nc2ccc(OC)c(OC)c2)CC1	2	-1	4	2	5	5	-3	1	-3
O=C1COc2ccc(C(=O)COC(=O)Cc3ccc(Cl)cc3)cc2N1	5	1	0	8	2	2	6	4	-1
O=[N+]([O-])c1ccccc1OCC(O)CN1CCN(CC(O)COc2ccccc2[N+](=O)[O-])CC1 (centres undefined)	9	-2	3	4	-3	4	44*	-7	0
O=C(NCCc1ccc(Cl)cc1)c1cccs1	-3	15	2	2	-3	-3	2	-1	0
CSc1ccc(/C=N/N2CCN(C)CC2)cc1	-1	4	9	-2	3	8	9	-3	1

13 entries from above, bar-delimited.
Compound | PAFAH1B3 inh | PAFAH1B2 inh | GSTO1 counter | PME-1 primary | pPAFAH FP inh | PREPL inh | LYPLA2 inh | PAD4 inh | LYPLA1 inh
Brc1ccccc1/C=N/Nc1nc2ccccc2o1 | -1 | -1 | 3 | 3 | 0 | 14 | 9 | 0 | -4
C[C@@H](C(=O)NC1CCCC1)N1C(=O)N2CCc3c([nH]c4ccccc34)[C@@]2(C)C1=O | 14 | 4 | -1 | -2 | 4 | 4 | 4 | 1 | 3
COCCN(Cc1ccccc1)C(=O)c1cccc(S(=O)(=O)N2CCN(c3ccc(F)cc3)CC2)c1 | 4 | 4 | 0 | 11 | 5 | -50 | 9 | 1 | -2
CN1CCc2c(sc3c2C(=O)NC(c2ccco2)N3)C1 (centres undefined) | 0 | -4 | 9 | -2 | 2 | 0 | -2 | 2 | -1
CC(Sc1nc2c(c(=O)[nH]1)CCCC2)C(=O)Nc1ccc(S(N)(=O)=O)cc1 (centres undefined) | 8 | 0 | 12 | 1 | 1 | 0 | -1 | 0 | -4
O=C(Nc1ccc2nc3ccccc3nc2c1)c1ccc(Br)cc1 | -43 | -28 | -2 | -66 | -21 | 2 | -56 | -5 | -22
Cc1ccc2c(=O)[nH]c(Cc3ccccc3C(=O)O)nc2c1 | 3 | 6 | -35 | 3 | 0 | -18 | 9 | 1 | 3
O=C(COc1cccc2cccnc12)N1CCc2ccccc21 | 8 | 0 | 2 | 1 | 4 | -3 | 11 | -4 | 4
CCOC(=O)C1CCN(C(=O)Nc2ccc(OC)c(OC)c2)CC1 | 2 | -1 | 4 | 2 | 5 | 5 | -3 | 1 | -3
O=C1COc2ccc(C(=O)COC(=O)Cc3ccc(Cl)cc3)cc2N1 | 5 | 1 | 0 | 8 | 2 | 2 | 6 | 4 | -1
O=[N+]([O-])c1ccccc1OCC(O)CN1CCN(CC(O)COc2ccccc2[N+](=O)[O-])CC1 (centres undefined) | 9 | -2 | 3 | 4 | -3 | 4 | 44* | -7 | 0
O=C(NCCc1ccc(Cl)cc1)c1cccs1 | -3 | 15 | 2 | 2 | -3 | -3 | 2 | -1 | 0
CSc1ccc(/C=N/N2CCN(C)CC2)cc1 | -1 | 4 | 9 | -2 | 3 | 8 | 9 | -3 | 1

New compounds follow.
SMILES	PAFAH1B3 inh	PAFAH1B2 inh	GSTO1 counter	PME-1 primary	pPAFAH FP inh	PREPL inh	LYPLA2 inh	PAD4 inh	LYPLA1 inh
Cc1cc(C(=O)NCC(c2ccco2)N(C)C)ccc1[N+](=O)[O-] (centres undefined)	3	1	6	-5	5	-6	-6	0	0
C/C(=C\c1ccco1)C1C(C#N)=C(N)OC2=C1C(=O)CC(C)(C)C2 (centres undefined)	-6	-3	3	0	8	-7	2	-1	0
Cc1ccc(/C=N/n2c(=O)c(C(C)(C)C)nn3cnnc23)cc1	7	4	2	5	3	16	8	-1	0
COCCCNCC(O)COc1ccccc1F (centres undefined)	4	5	0	-4	-4	-1	5	2	0
Cc1cccc(-n2cnc(C(=O)NNC(=S)Nc3ccc(Cl)cc3)c2)n1	8	6	-6	1	17	-2	-3	0	-3
C=CCNC(=S)Nc1ccc(Cl)c(S(=O)(=O)N2CCOCC2)c1	3	6	12	-4	0	3	-6	-2	-2
CCOC(=O)C1=CC[C@@H](c2ccco2)N(S(=O)(=O)c2ccc(C)cc2)[C@H]1C(=O)OCC	6	4	x	-1	1	4	3	3	2
CCOC(=O)c1ccc(NC(=S)N2CCCC2c2ccc(OC)c(OC)c2)cc1 (centres undefined)	1	-5	4	3	7	10	30*	-1	0
CCSc1nnc(NC(=O)[C@@H](NC(=O)c2ccccc2F)C(C)C)s1	7	1	-9	1	7	-2	0	-2	0
O=C(Oc1ccc2c(c1)O/C(=C\c1ccncc1)C2=O)c1cccs1	x	x	6	-4	5	18	-4	3	-2
COc1ccc(OCCCC(=O)OC(C)C(=O)Nc2ccc(S(N)(=O)=O)cc2)cc1 (centres undefined)	10	1	-10	-4	-2	-3	0	-5	0
Cc1cc(S(=O)(=O)NCC(C)C)ccc1OCC(=O)N1CCOCC1	10	2	1	7	3	5	4	-2	1
O=C1NCCN(Cc2c(F)cccc2Cl)C1CC(=O)N1CCCO1 (centres undefined)	7	-1	2	1	6	7	1	0	-1
Cc1cc(C)c(C(=O)OCC(=O)Nc2cccc(S(=O)(=O)N3CCCCC3)c2)c(C)c1	-11	-9	-14	-19	-7	-5	-48	2	-28

Compound activity from PubChem.

Some of the compounds tested, so the mix of outcomes need not match the whole.
